# High-throughput results from PubChem BioAssay.
# Mtb UGM inh: blocks M. tuberculosis UGM enzyme; actives 0.06% (n = 320,000); AID 504406; inhibition, % at 10 µM; purified UGM, fluorescence polarization probe displacement; in the data active means inhibition above about 10%, passing the limit was not always enough; inconclusive means no clear call, values can overlap the other calls
# Target sequence (P9WIQ1 whole entry, looked up): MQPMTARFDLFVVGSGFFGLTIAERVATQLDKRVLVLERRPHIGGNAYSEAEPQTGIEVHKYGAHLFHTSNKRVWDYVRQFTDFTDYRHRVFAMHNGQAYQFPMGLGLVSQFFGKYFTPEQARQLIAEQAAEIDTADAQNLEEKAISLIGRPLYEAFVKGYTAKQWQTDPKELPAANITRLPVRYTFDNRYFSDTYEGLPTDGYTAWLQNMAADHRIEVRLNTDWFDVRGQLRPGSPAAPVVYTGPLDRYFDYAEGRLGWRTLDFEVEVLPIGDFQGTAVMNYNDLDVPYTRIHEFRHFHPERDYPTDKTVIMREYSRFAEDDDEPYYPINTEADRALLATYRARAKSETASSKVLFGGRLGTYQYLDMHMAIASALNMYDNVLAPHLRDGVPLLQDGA
# BoNT A protease: BoNT A light chain protease inhibition | AID 588499 | actives 0.17% (n = 360,000) | inhibition, % at 10 µM | multiplex microsphere protease substrate cleavage, flow cytometry; in the data active means inhibition above about 30%; inconclusive means no clear call, values can overlap the other calls; further: plate controls were buffer without enzyme for full effect and enzyme alone for no effect
# BioA inh: BioA (M. tuberculosis) enzyme inhibition; inhibition, % at 9.99 µM; AID 602481; actives 0.096% (n = 360,000); purified M. tuberculosis BioA enzyme, plate reader; in the data active means inhibition above about 40%; inconclusive means no clear call, values can overlap the other calls
# FadD28 binding: M. tuberculosis FadD28 bisubstrate binding inhibition. FadD28 bisubstrate probe binding, fluorescence polarization. inhibition, % at 12.5 µM. actives 0.22% (n = 360,000). AID 588549; in the data active means inhibition above about 8.5%, passing the limit was not always enough; inconclusive means no clear call, values can overlap the other calls
# CCHFV vOTU inh: CCHFV vOTU protease inhibition; Pep-AMC fluorescence; actives 0.55% (n = 370,000); inhibition, % at 11.5 µM; further: 0% = vehicle wells with enzyme and 100% = no enzyme wells
# GDH-TPI inh: inhibits GDH-TPI coupling enzymes, artifact for Mtb FBA screen; GDH-TPI coupled enzyme counterscreen, NADH absorbance; inhibition, % at 4.8 µM; actives 1.2% (n = 360,000);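 further: 0% = DMSO wells and 100% = wells lacking the enzyme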
# PrPC surface inh: reduces human prion protein on the cell surface | actives 0.43% (n = 370,000) | cell surface PrPC, TR-FRET read-out | inhibition, % at 13.8 µM; in the data active means inhibition above about 24%; further: 0% = median of the test wells and 100% = reference compound wells
# FBA Mtb inh: Mtb fructose-bisphosphate aldolase inhibition; P9WQA3; inhibition, % at 1 µM; actives 2.3% (n = 360,000); purified M. tuberculosis FBA, fluorescence read-out; AID 588726; in the data active means inhibition above about 27%;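 further: 0% = vehicle and 100% = reference inhibitor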
# Target sequence (P9WQA3 whole entry, looked up): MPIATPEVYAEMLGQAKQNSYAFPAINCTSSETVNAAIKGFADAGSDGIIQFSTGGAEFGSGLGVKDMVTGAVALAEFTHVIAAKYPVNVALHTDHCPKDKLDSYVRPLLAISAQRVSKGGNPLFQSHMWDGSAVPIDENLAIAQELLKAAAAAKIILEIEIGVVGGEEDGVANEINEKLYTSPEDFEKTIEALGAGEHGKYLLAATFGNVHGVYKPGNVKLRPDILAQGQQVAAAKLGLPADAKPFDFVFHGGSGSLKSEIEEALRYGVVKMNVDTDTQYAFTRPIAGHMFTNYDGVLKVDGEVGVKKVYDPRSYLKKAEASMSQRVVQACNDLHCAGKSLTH
# BoNT-F LC inh: BoNT F light chain protease inhibition; Multiplex microsphere protease cleavage assay, flow cytometry; inhibition, % at 10 µM; actives 0.22% (n = 360,000); AID 588497; in the data active means inhibition above about 35%, passing the limit was not always enough; inconclusive means no clear call, values can overlap the other calls; further: plate controls were buffer without enzyme for full effect and enzyme alone for no effect
# Starred values were filed as active, the others as inactive; ? = inconclusive; nt = no result given. Unless noted, no stated cut-off is given here; in the data, active means inhibition above about 30%; inactive means the rest.
SMILES,Mtb UGM inh,BoNT A protease,BioA inh,FadD28 binding,CCHFV vOTU inh,GDH-TPI inh,PrPC surface inh,FBA Mtb inh,BoNT-F LC inh
Cc1ccc(-c2csc(N3CCN(c4ccc5nc(-c6ccncc6)n(CCN6CCCCC6)c5c4)CC3)n2)cc1,-1.2,2.4,-0.7,-2.8,nt,20,nt,7,-66
CCNC(=O)N(C)c1c(CC)nc2ccc(C(=O)N3CCN(C(=O)c4ccco4)CC3)cn12,nt,-0.3,-1.9,0.2,-5,16,0,2,0
Cn1cnc(C(=O)N2CCN(c3ccccc3)CC2)c1C(=O)N1CCN(c2ccccc2)CC1,5.1,-1.2,2.4,1.3,8,11,-4,5,0
Cn1nnnc1SCC(=O)Nc1ccc(Br)cc1Cl,-4.1,-0.3,-0.1,-4.3,5,-4,4,0,-9
NC(=O)c1ccc(NC(=O)COC(=O)/C=C/c2ccc3c(c2)OCO3)cc1,-0.3,-0.8,-0.4,-1.8,-20,18,1,11,-6
N/C(=N\OC(=O)c1cccs1)c1cccc([N+](=O)[O-])c1,0.6,-0.3,7.9,-2.1,1,3,-14,2,-3
COc1cccc(-c2nc(CS(=O)(=O)CC(=O)Nc3cc(F)ccc3F)c(C)o2)c1,4.1,-1.1,-0.8,-2.0,10,10,1,0,5
COc1cccc(NC(=O)CN(Cc2ccccc2)S(C)(=O)=O)c1,-2.2,-0.4,0.8,-1.6,-12,-9,-4,0,5
Cc1nc2nc(NC(=O)c3ccco3)[nH]n2c(=O)c1C,1.9,1.5,4.2,-3.7,0,4,4,0,5
Cc1ccc(NC(=O)c2cccs2)cc1S(=O)(=O)Nc1cccc(Cl)c1,-1.7,-0.3,nt,-4.6,6,10,20,-6,-2
Cc1ccc2c(COC(=O)C34CC5CC(CC(C5)C3)C4)cc(=O)oc2c1,5.1,-0.1,-2.6,0.0,0,2,-9,0,2
CCCc1cc(=O)n2[nH]c(NC(=O)c3ccco3)nc2n1,0.6,-0.7,-3.5,1.1,-2,9,0,2,-16
C[C@H](C(=O)O)c1n[nH]c(=O)c2ccccc12,2.5,-2.5,-1.1,0.9,-19,4,6,1,-2
CC1CC(C)(C)CC2(C1)NC(=O)N(CC(=O)NCC(c1ccco1)N1CCCCC1)C2=O (configuration not stated),0.5,-0.8,5.5,-18,2,-1,-2,0,-8
CCOc1ccc(S(=O)(=O)Nc2ccc(C(=O)N/N=C(\C)c3ccc(-n4ccnc4)cc3)cc2)cc1,1.4,2.4,nt,-4.5,11,-7,2,-2,31
C=CCNc1nc(-c2sc(NC(=O)CC)nc2C)cs1,1.1,0.9,-0.7,-1.8,8,4,-9,5,-10
NC(=O)CC(NC(=O)c1ccc(Br)cc1)c1ccc(N2CCN(c3ccccn3)CC2)c([N+](=O)[O-])c1 (configuration not stated),1.9,-0.5,-1.8,-1.4,5,4,-10,-3,-2
COc1cccc(NC(=O)CN(c2ccc(C)cc2)S(=O)(=O)c2c(C)nn(C)c2C)c1,0.1,-6.8,0.4,-4.0,12,9,7,2,-26
Cc1ccc(-c2csc3nnc(SCC(=O)Nc4cccc(C)n4)n23)cc1,-3.1,0.7,-1.8,-0.6,-3,7,11,2,-15
COc1ccc(NC(=O)CSc2nc(-c3ccncc3)nn2CC(=O)N2CCCC2)cc1,4.0,1.1,-1.8,-3.0,14,3,5,1,1

# Gathered by group: the entries above containing a furan ring, fused or not (4)
SMILES,Mtb UGM inh,BoNT A protease,BioA inh,FadD28 binding,CCHFV vOTU inh,GDH-TPI inh,PrPC surface inh,FBA Mtb inh,BoNT-F LC inh
CCNC(=O)N(C)c1c(CC)nc2ccc(C(=O)N3CCN(C(=O)c4ccco4)CC3)cn12,nt,-0.3,-1.9,0.2,-5,16,0,2,0
Cc1nc2nc(NC(=O)c3ccco3)[nH]n2c(=O)c1C,1.9,1.5,4.2,-3.7,0,4,4,0,5
CCCc1cc(=O)n2[nH]c(NC(=O)c3ccco3)nc2n1,0.6,-0.7,-3.5,1.1,-2,9,0,2,-16
CC1CC(C)(C)CC2(C1)NC(=O)N(CC(=O)NCC(c1ccco1)N1CCCCC1)C2=O (configuration not stated),0.5,-0.8,5.5,-18,2,-1,-2,0,-8

# Following part:
SMILES,Mtb UGM inh,BoNT A protease,BioA inh,FadD28 binding,CCHFV vOTU inh,GDH-TPI inh,PrPC surface inh,FBA Mtb inh,BoNT-F LC inh
CCOc1ccc2[nH]c3nc(SCC(=O)NCC4CCCO4)nnc3c2c1 (configuration not stated),0.5,1.5,-0.7,-0.7,8,8,-18,0,-1
Cc1ccc2c(c1)nnn2C1CCN(S(=O)(=O)c2ccc(C(=O)NC3CCCC3)cc2)CC1,0.0,-0.8,nt,-1.6,-9,1,1,0,-10
O=C(CN1C(=O)NC(Cc2c[nH]c3ccccc23)C1=O)Nc1ccc(Br)cc1F (configuration not stated),0.5,-0.4,-1.2,-4.1,14,4,8,-2,0
C=Cc1ncc(OC)c2c1[nH]c1ccccc12,2.5,-0.9,3.0,-0.9,nt,11,nt,25,-3
O=C(c1ccc(=O)[nH]c1)N(Cc1ccco1)C1(C(=O)NC2CCCCC2)CCCCC1,-1.3,0.5,-1.2,0.7,4,13,6,-4,4
CC(=C\c1ccco1)/C=C(\C#N)C(=O)NCCc1c[nH]c2ccccc12,-3.7,-0.6,nt,-4.2,12,9,1,-7,-1
COc1ccccc1C(=O)CC(=O)c1ccccc1,0.0,-0.5,-0.3,-2.0,7,12,6,1,-4
COc1cc(Cl)c(C)cc1NC(=O)CCNC(=O)c1ccco1,-2.3,-1.6,1.4,-2.4,1,-3,1,-1,3
Cc1cc(Br)ccc1NC(=O)CNC(=O)Cn1ncc(Cl)c(Cl)c1=O,-0.5,0.2,nt,-4.6,-7,6,-3,-3,-1
COc1ccc(CNC(=O)c2cccc3c2C(=O)N(CC2CCCO2)C3)cc1 (configuration not stated),0.1,0.3,0.6,-0.4,3,-3,1,1,5
CCC1=Nc2cc(C(=O)NCc3cccnc3)ccc2Sc2ccc(C)cc21,0.9,-0.7,nt,-3.4,-7,3,-1,2,-7
Cc1ccc(NC(=O)N2C3CCCC2CC(NC(=O)C(C)(C)C)C3)cc1 (configuration not stated),0.9,-3.0,0.1,-2.6,-13,-3,2,1,?
COc1ccccc1CNC(=O)C(=O)NCC1OCCN1S(=O)(=O)c1ccc2c(c1)OCCO2 (configuration not stated),4.0,0.1,-0.9,-1.5,-3,0,-5,-3,-4
O=C(CNc1ccccc1Cl)N/N=C1\CCCc2ccccc21,-1.2,0.5,nt,-2.1,-8,0,-3,-1,0
Cc1cc(/C=C(\C#N)C(=O)NCc2ccco2)c(C)n1-c1cccnc1,-0.6,-1.1,nt,-6.6,5,31*,-4,-1,-16
O=C(CNC(=O)c1cc(=O)[nH]c2ccc(S(=O)(=O)N3CCOCC3)cc12)Nc1ccc(F)c(F)c1,nt,1.6,-6.7,0.3,7,18,-3,3,-4
Cc1ccc(CN2CCC(CNS(=O)(=O)c3ccc(-c4ccc(=O)[nH]n4)s3)CC2)cc1,-1.2,-2.5,-1.1,-2.5,9,6,-32,7,-4
COc1ccc(S(=O)(=O)N(C)CC(=O)Nc2ccc(F)cc2)cc1,3.5,?,-2.2,-0.1,4,8,13,-1,-5
Cc1cc(Nc2ccc3ccccc3c2)n2ncnc2n1,-4.0,2.6,6.5,0.9,-13,4,-5,4,-15
O=C1c2cccc3cccc(c23)C(=O)N1CC1CCN(S(=O)(=O)c2ccccc2)CC1,nt,-0.7,0.4,0.5,-12,-5,-15,54*,-4
Cc1c([N+](=O)[O-])c(N)nn1C,-2.5,0.0,nt,-3.5,-7,10,-3,-3,3
COc1ccc(Nc2nc(C)cc(C)c2C(N)=O)cc1OC,-3.0,0.7,-2.0,0.3,-14,4,-5,2,-24
CC(=O)c1ccc(NC(=O)CSc2nc(C3CC3)nc3ccccc23)cc1,-0.5,1.9,6.1,-3.6,2,8,0,1,-17
Brc1ccc(Nc2c3c(nc4ncnn24)CCC3)cc1,-2.4,0.0,nt,1.9,-7,10,4,5,6
CC(C)N1CCc2c(sc(NC(=O)c3ccc(C(=O)c4ccccc4)cc3)c2C(N)=O)C1,3.5,1.6,-1.9,-1.6,10,8,-18,-3,3
C(=N\Nc1nc2ccccc2[nH]1)/c1ccccc1,-2.8,-0.3,-0.5,-1.9,0,15,4,0,-11
CCOC(=O)c1nc(NCc2ccccc2F)c2ccccc2n1,0.4,0.1,nt,-4.2,-16,-5,12,-1,0
c1cnc(NCCSSCCNc2ncccn2)nc1,nt,0.2,-1.1,-1.8,8,12,-8,3,-10
O=C(NCCCN1CCOCC1)c1ccc(Sc2ccc(Br)cc2)c([N+](=O)[O-])c1,0.2,-0.7,-2.6,-1.9,-18,-4,-7,0,-17
Cc1ccc(-n2cc(CN3CCN(Cc4nccn4C)CC3)c(-c3ccc(F)cc3)n2)cc1,-0.6,-0.8,2.4,-1.9,6,4,-3,-3,-2
C=C(C)c1cccc(C(C)(C)NC(=O)Nc2ccc(C)cn2)c1,nt,0.3,nt,-1.8,3,-1,15,0,0
N#CCc1c(C#N)c(N)nc(N2CCCC2)c1C#N,0.3,0.8,14,-1.3,-6,16,3,1,6
CCN(CC)S(=O)(=O)c1ccc(C(=O)OCCNC(=O)c2cccnc2)cc1,1.4,0.0,-0.3,0.2,-21,4,-5,1,-4
CCOP(=O)(Nc1ccc2c(c1)C(=NNC(N)=S)c1ccccc1-2)OCC,nt,0.2,nt,-6.2,14,24,-7,-5,9
Cc1ccccc1CSCc1ccc(C(=O)NCCCN2CCOCC2)o1,2.7,-0.3,0.1,-1.0,-6,11,-1,-4,2
COc1ccc(-c2cc3ncc(-c4ccccc4)c(N)n3n2)cc1,nt,-0.5,nt,-0.1,17,10,13,9,-5
CCCCN(C(=O)Cc1ccc2c(c1)OCCO2)c1c(N)n(CC(C)C)c(=O)[nH]c1=O,nt,2.0,-0.1,0.7,-3,-2,-7,4,-4
COc1cccc(C(=O)Nc2nc(-c3ccccc3)c(-c3ccccc3)o2)c1,-0.2,-1.4,nt,-3.9,10,-5,1,0,-6
CC(NC(=O)CSc1ncccn1)c1ccc(Cl)cc1Cl (configuration not stated),0.5,1.7,1.2,-2.2,1,5,6,-4,8
COc1ccc(OC)c(/C=C2\Oc3cc(OCC(=O)N4CC(O)C[C@H]4C(=O)O)ccc3C2=O)c1 (some centres not stated),-2.0,0.6,0.5,0.5,5,40*,-34,-6,-12
CCC(C)c1c(O)nc(SCC(=O)N2CCCCC2)[nH]c1=O (configuration not stated),-2.9,-7.6,nt,-4.0,-3,-4,9,4,?
O=C(Cn1ncc(Cl)c(Cl)c1=O)N1CCN(Cc2ccccc2)CC1,nt,-0.6,nt,-4.0,5,-10,-9,0,-3
O=C(O)C1CCCN1c1nc(Cl)ccc1[N+](=O)[O-] (configuration not stated),nt,-0.4,-2.9,-1.3,-5,-2,-10,-3,1
COc1ccc2oc(=O)c(/C(C)=N/NC(=O)c3ccncc3)cc2c1,-5.0,0.2,-1.0,-5.2,-12,7,-1,1,-12
CC1NC(=O)COC1c1ccccc1 (configuration not stated),nt,0.6,-0.5,0.6,0,12,5,-1,-4
COc1ccc(CN2C(=O)c3ccccc3C2C(=O)NC2CCCC(C)C2C)c(OC)c1 (configuration not stated),nt,-4.2,-1.1,-3.1,0,6,9,2,-12
COc1cc(/C=C/C(=O)OCC(=O)Nc2ccc(S(N)(=O)=O)cc2)ccc1O,-1.3,-1.2,-0.1,-1.8,-9,28,-4,3,-4
CC[C@@]12C(=O)N(c3cccc(F)c3)C(=O)N1[C@H](c1ccc(Br)cc1)[C@@H]1C(=O)N(C(C)(C)C)C(=O)[C@@H]12,-1.4,-0.2,-0.6,-2.8,4,-17,8,-3,-2
CCn1nc(C(=O)O)c(=O)c2cc3c(cc21)OCO3,3.5,-0.1,0.3,-3.2,19,10,-10,-4,0
O=C(N=C1SC2CS(=O)(=O)CC2N1c1ccc(Cl)cc1Cl)C1CC1 (configuration not stated),-0.3,2.1,2.1,-4.2,4,3,-2,-1,2
CSCCOC(=O)C1=C(C)Nc2ccc(C)cc2S1,1.4,0.1,-3.0,-4.0,6,5,6,-4,1
Cc1ccc(-c2nnn(CC(=O)N3CCCc4ccccc43)n2)cc1,0.6,-0.1,1.7,-1.1,-25,12,-3,1,-14
